Assay outcomes as filed in PubChem.
FBW7 activator – FBW7 E3 ligase activators, primary screen, biochemical, AlphaScreen, human. normalized activity (activation), % at 26.1 µM. AlphaScreen FBW7–phospho-cyclin E peptide binding, activator screen. 650,000 compounds, 0.13% hits. F-box/WD repeat-containing protein 7 (Homo sapiens), Q969H0; in the data active = normalized activity above about 1.9%;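 also: purified mutant Fbw7 with reduced substrate affinity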
Target sequence (Q969H0 whole entry, looked up): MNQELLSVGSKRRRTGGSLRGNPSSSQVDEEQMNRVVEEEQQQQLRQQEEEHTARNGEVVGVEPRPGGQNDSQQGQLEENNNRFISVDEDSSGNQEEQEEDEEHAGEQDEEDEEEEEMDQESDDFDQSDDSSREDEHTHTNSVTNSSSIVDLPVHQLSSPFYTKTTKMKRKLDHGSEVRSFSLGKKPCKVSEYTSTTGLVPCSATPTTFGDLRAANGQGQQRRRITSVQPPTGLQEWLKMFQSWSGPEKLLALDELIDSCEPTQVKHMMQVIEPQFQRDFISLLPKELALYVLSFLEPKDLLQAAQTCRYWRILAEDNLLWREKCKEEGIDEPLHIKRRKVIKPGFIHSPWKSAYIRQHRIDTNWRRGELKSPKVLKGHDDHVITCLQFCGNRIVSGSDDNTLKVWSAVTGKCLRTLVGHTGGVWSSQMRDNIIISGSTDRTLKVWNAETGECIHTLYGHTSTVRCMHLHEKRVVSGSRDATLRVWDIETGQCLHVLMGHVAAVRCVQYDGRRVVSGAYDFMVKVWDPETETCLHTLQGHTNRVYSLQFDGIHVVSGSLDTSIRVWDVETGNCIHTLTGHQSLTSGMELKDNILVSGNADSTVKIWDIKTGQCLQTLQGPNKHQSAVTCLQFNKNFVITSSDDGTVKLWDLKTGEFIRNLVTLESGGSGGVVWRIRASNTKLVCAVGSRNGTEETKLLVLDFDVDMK
MITF primary – MITF inhibitors, primary screen, biochemical, AlphaScreen, human; 650,000 compounds, 0.91% hits; AlphaScreen MITF homodimerization, bead proximity signal; AID 1259374, 2018; inhibition, % at 2.6 µM; in the data active = inhibition above about 50%;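 also: 0% = vehicle wells with protein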
TEAD-YAP block – TEAD-YAP interaction inhibition, primary screen, TEAD-YAP interaction inhibitor project, luminescence, HEK-TIYL cells; AID 1259422, 2018; 640,000 compounds, 1.4% hits; TEAD-Gal4/YAP UAS-luciferase luminescence; inhibition, % at 9.12 µM; in the data active = inhibition above about 32%;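 also: 0% = median of test compound wells and 100% = reference inhibitor wells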
GPR151 ag – activators of human GPR151, primary screen, cell-based, PathHunter beta-arrestin, luminescence | G-protein coupled receptor 151 (Homo sapiens), Q8TDV0 | PathHunter beta-arrestin GPR151 cells | activation, % at 11.2 µM | 650,000 compounds, 1% hits | AID 1508602, 2020; in the data active = activation above about 4.9%;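 also: 0% = median of compound wells and 100% = cells with positive control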
Target sequence (Q8TDV0 whole entry, looked up): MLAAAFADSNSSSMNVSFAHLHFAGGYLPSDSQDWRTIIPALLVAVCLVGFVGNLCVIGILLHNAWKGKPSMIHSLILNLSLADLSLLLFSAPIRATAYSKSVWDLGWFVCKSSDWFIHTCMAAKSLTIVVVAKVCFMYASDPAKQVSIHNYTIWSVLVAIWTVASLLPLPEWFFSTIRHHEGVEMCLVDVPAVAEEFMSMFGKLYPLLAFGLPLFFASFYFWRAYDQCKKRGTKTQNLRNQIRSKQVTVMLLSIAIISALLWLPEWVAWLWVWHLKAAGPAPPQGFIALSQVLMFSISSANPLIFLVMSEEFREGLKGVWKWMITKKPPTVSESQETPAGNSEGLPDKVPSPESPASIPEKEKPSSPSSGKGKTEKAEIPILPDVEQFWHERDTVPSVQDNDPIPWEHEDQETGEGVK
An asterisk follows results filed as active; & = joins results of further samples.

SMILES	FBW7 activator	MITF primary	TEAD-YAP block	GPR151 ag
COC(=O)c1sc(NC(=O)c2cc3nc(-c4ccc(Br)cc4)cc(C(F)(F)F)n3n2)c(C(=O)OC)c1C	0.2	19.1	-4.5	-1.8
CCOC(=O)C1CCN(C(=O)CCCNC(=O)Cn2cnc3sc(C)c(C)c3c2=O)CC1	0.0	1.3	2.6	-0.7
COc1ccc(CCNc2nc(OC)nc(-c3cccc(C(C)=O)c3)n2)cc1	0.1	-4.8	5.1	-0.4
O=C(Nc1cc(F)cc(F)c1)c1ccc(NCc2ccc3c(c2)OCO3)c([N+](=O)[O-])c1	0.2	-4.6	-6.1	0.4
O=C(O)CSc1nnc(-c2ccccc2Br)n1C1CCCCC1	0.0	12.9	0.8	0.0
Cc1cccc(C)c1OCCOCCN1CCN(C)CC1	-0.1	64.0*	-0.5	1.9
CN1CCN(CC(=O)N2c3ccccc3Sc3ccc(C(F)(F)F)cc32)CC1	-0.2	-5.9	1.7	2.0
COC(=O)c1cc(CN2C(=O)c3ccccc3C2=O)c(O)c([N+](=O)[O-])c1	-0.2	-1.5	-0.4	0.3
CC(C)(C)c1ccc(OCCCC(=O)Nc2cc(C(F)(F)F)ccc2Cl)cc1	0.0	-1.9	1.5	1.1
CCCCCCOc1ccc(N2C(=O)CC(N3CCN(S(=O)(=O)c4ccccc4)CC3)C2=O)cc1 (configuration not stated)	0.1	10.8	8.5	-0.8
CNC(=O)C(NS(=O)(=O)c1ccc(C)cc1)C(C)C (configuration not stated)	-0.1	1.9	11.9	0.1
O=[N+]([O-])c1ccc(CN2CCN(Cc3ccncc3)CC2)cc1	-0.2	64.5*	6.9	-0.9
CCN(CC)c1ccc(/C=C2/SC(=Nc3cccc(C)c3)NC2=O)c(OC)c1	0.1	5.7	-2.5	2.4
CCNC(=O)N1CCc2nc(C)nc(N3CCOCC3)c2C1	0.1	10.9	2.5	-0.6
COc1cn(CC(=O)Nc2ccc3c(c2)OCCO3)c(CSc2ccc(Cl)cc2)cc1=O	0.0	13.1	12.4	-0.8
COc1ccc(-c2cncc(C(=O)NCc3ccccc3)c2)cn1	-0.1	-12.8	0.2	-1.5
O=C(Nc1ccccc1C(F)(F)F)c1cc(S(=O)(=O)NCc2ccc3c(c2)OCO3)ccc1F	0.1	18.2	9.3	-0.4
O=[N+]([O-])c1cccc(CN2CCN(C3CC4CCC3C4)CC2)c1 (configuration not stated)	-0.1	56.7*	4.3	1.4
CCCCOc1ccc(C(=O)Nc2ccc3nc(SCC(=O)NCC4CCCO4)sc3c2)cc1 (configuration not stated)	0.2	7.1	0.1	-1.3
Cn1c(=O)c2cc(C(=O)N3CCN(Cc4ccccc4)CC3)sc2c2ccccc21	0.2	2.3	6.5	0.3
CCc1noc(C)c1C(=O)N1CCCC1	1.0	14.2	1.2	-1.1
COc1ccccc1N1CCN(CC(=O)Nc2ccccc2C(F)(F)F)CC1	0.3	22.3	-0.8	-0.4
O=C(NCc1ccco1)c1ccc(N2CC3CC(C2)c2cccc(=O)n2C3)c(NC(=O)c2ccc(F)cc2)c1 (configuration not stated)	0.1	4.8	-2.0	-2.3
Cc1nc(Nc2cc(F)ccc2C)c2c3c(sc2n1)CCC3	-0.1	-0.8	2.5	-0.2

Some entries already given, limited to TEAD-YAP block and FBW7 activator:
Molecule | TEAD-YAP block | FBW7 activator
O=[N+]([O-])c1cccc(CN2CCN(C3CC4CCC3C4)CC2)c1 (configuration not stated) | 4.3 | -0.1
COc1ccccc1N1CCN(CC(=O)Nc2ccccc2C(F)(F)F)CC1 | -0.8 | 0.3
COc1ccc(-c2cncc(C(=O)NCc3ccccc3)c2)cn1 | 0.2 | -0.1
CCNC(=O)N1CCc2nc(C)nc(N3CCOCC3)c2C1 | 2.5 | 0.1
CCCCOc1ccc(C(=O)Nc2ccc3nc(SCC(=O)NCC4CCCO4)sc3c2)cc1 (configuration not stated) | 0.1 | 0.2

Other structures.
SMILES	FBW7 activator	MITF primary	TEAD-YAP block	GPR151 ag
CCCCNC(=O)c1ccc(CS(=O)Cc2ccc(Cl)cc2)o1 (configuration not stated)	-0.1	11.5	6.4	0.4
CCCCCc1nnc(NC(=O)Cc2cccs2)s1	0.2	18.4	-13.5	-0.2
COc1ccc(OC)c(/C=C(/C#N)c2nc(-c3ccc(-c4ccccc4)cc3)cs2)c1	0.8	7.6	10.5	0.1
COCCn1c(SCC(N)=O)nc2cccnc21	0.2	0.8	2.3	-0.7
OCC1CCCN1c1nc(Nc2ccccc2)c2ncn(Cc3ccc(C(F)(F)F)cc3)c2n1 (configuration not stated)	0.5	18.2	-2.5	0.5
CCCN1Cc2cccc(C(=O)NCc3ccccc3)c2C1=O	0.0	4.4	8.0	0.2
CCO/C=C1/C(=O)N(Cc2ccccc2)C(=O)c2ccccc21	0.1	18.5	-10.8	-0.8
Cc1ccc(-n2c(=O)[nH]c3c(C(=O)Nc4ccc(Cl)cc4)cn(C)c3c2=O)cc1	0.1	-1.9	5.3	-0.4
Clc1cccc(CSc2nc(NCc3ccco3)c3ccccc3n2)c1	-0.2	-0.1	4.5	0.4
O=C(Nc1cccc2cccnc12)c1ccc(N2C(=O)C3C4C=CC(C4)C3C2=O)cc1 (configuration not stated)	0.1	11.2	-10.4	1.6
CCOc1ccc(CN2CCNC(=O)C2CC(=O)N(CCOC)C(C)C)cc1 (configuration not stated)	0.0	-5.5	-3.3	1.0
CCSc1nnc2ccc(-c3ccc(F)cc3)nn12	-0.1	-0.4	-9.5	-1.1
COc1c2occc2c(OC)c2c(=O)cc(C)oc12	0.2&0.0&0.0&-0.3	7.9&16.6&-6.3&9.9	9.6&8.3&-10.2	0.0&0.4&-0.1&1.3
Cc1ccc(C2C3=C(CC(C)(C)CC3=O)N(CCc3ccccc3)C3=C2C(=O)CC(C)(C)C3)cc1	0.4	2.4	8.0	-1.8
CC(C(=O)Oc1ccccc1)N1C(=O)C2C3C=CC(C4CC34)C2C1=O (configuration not stated)	0.1	2.0	9.1	-0.5
CC(=O)N1CCc2c(sc(NC(=O)c3ccccc3C)c2C#N)C1	0.0	-3.2	50.5*	2.4
CNC(=O)Cn1cnc2c1c(=O)n(C)c(=O)n2C	0.0	3.4	-6.4	0.1
COc1ccc(C(=O)Nc2nc(-c3ccc(Br)cc3)cs2)c(OC)c1	0.0	7.7	-0.9	1.8
N#CN=C(N)c1sc2nc(-c3cccs3)cc(C(F)(F)F)c2c1N	0.4	-9.9	4.7	-0.9
COc1ccccc1/C=C1/NC(=O)NC1=O	0.0	11.1	-3.1	-1.4
Cc1ccc(Cn2c(SCC(=O)C(C)(C)C)nc3ccsc3c2=O)cc1	0.2	7.3	-2.7	5.0*
CCC(c1nnnn1Cc1cccs1)N1CCN(C(=O)c2ccco2)CC1 (configuration not stated)	-0.1	-1.8	-5.4	-0.2
Cc1cccc2cc(C#N)c(SCC(=O)NC(C)(C)C)nc12	-0.1	-0.3	-9.0	0.1
C[C@H]1NC(=O)[C@@H]2C[C@H](NCc3cccc(Cl)c3)CN2C1=O	0.7	13.6	-8.3	-1.5
Cc1cnc(-c2ccc(C(N)=O)cc2)nc1NCCc1ccc(O)cc1	-0.1	14.5	0.7	0.8
CCOC(=O)N1CCN(c2c(NCCCN(CC)Cc3ccccc3)c(=O)c2=O)CC1	0.1	1.3	-11.6	0.1
CN1CCN(c2ccc(-c3ncc(C(=O)NCc4cccc(C(F)(F)F)c4)s3)cc2)CC1	0.7	-4.3	9.0	1.9
Cc1nnc(NC(=O)c2sc3nc4c(cc3c2N)CC(c2ccccc2)CC4)s1 (configuration not stated)	0.1	3.3	-4.7	1.7
CCCCc1ccc(C2=N/C(=C/c3ccc([N+](=O)[O-])cc3)C(=O)O2)cc1	0.1	-9.5	-10.1	0.0
CC(=O)Nc1ccc(S(=O)(=O)NC(CC(=O)NCCc2ccccc2)C(C)C)cc1 (configuration not stated)	0.1	8.6	-9.2	2.7
CCOc1ccc(-n2c(=S)sc3c(=O)n(-c4ccccc4)c(SCC(=O)Nc4cc(OC)ccc4OC)nc32)cc1	0.1	21.7	-5.0	-2.0
CNC(=O)/C(C#N)=C/c1ccc(-c2ccc(Br)cc2)o1	0.1	3.7	-62.0	-1.4
CCC(=O)N1CCN(c2cc(Cl)c(C#N)cc2F)CC1	0.6	-1.8	-7.9	-0.4
Cn1c(=O)n(C)c2cc(/C=C3/N=C(c4ccc(Cl)cc4)OC3=O)ccc21	0.4	11.3	8.1	-0.5
Cc1cccc(CC(C)NC(=O)CCc2nnc(CCc3c[nH]c4ccccc34)o2)n1 (configuration not stated)	-0.3	9.9	10.3	-0.1
O=C(C1CCN(C2CCN(C/C=C/c3ccccc3)CC2)CC1)N1CCCC1	0.0	3.3	-0.2	-0.1
C=CCNC(=S)Nc1ccc(C)cc1[N+](=O)[O-]	0.2	3.4	-9.5	-0.1
CC(=O)c1cccc(-c2cc(NCCc3ccc(O)cc3)nc(N)n2)c1	0.0	-2.5	-24.3	-0.2
CSc1ccccc1C(=O)C1CCCN(C(=O)c2cccc(N3CCCC3=O)c2)C1 (configuration not stated)	0.6	-7.3	-8.0	-0.4
COc1ccccc1-c1nnc(SCC(=O)NC(N)=O)n1CCc1ccccc1	0.1	10.5	4.2	-1.4
CCOc1ccc(C2CC(=O)n3nc(-c4ccc(OC)cc4)nc3S2)cc1OC (configuration not stated)	-0.1	5.7	4.6	0.1
CCc1ccc(CN2CCN(S(=O)(=O)c3ccc(Cl)cc3)CC2)cc1	0.0	49.5	-8.1	-0.1
COC(=O)C(NC(C)=O)(Nc1nc2ccc([N+](=O)[O-])cc2s1)C(F)(F)F (configuration not stated)	0.1	-1.6	5.7	0.6
O=C(Nc1ccc(Oc2ccc(Cl)cc2)cc1)c1cc2cc(Cl)cc(Cl)c2oc1=O	-0.3	-2.4	-0.2	1.5
CC(=O)Nc1ccc(Nc2ccnc(Nc3ccncc3)n2)cc1	0.6	1.1	-25.4	-0.7
CCOC(=O)c1cc2c(=O)n3ccccc3nc2n(CCCOC)c1=NC(=O)c1cccc(Cl)c1	0.0	-11.8	8.7	-0.9
N#Cc1cc([N+](=O)[O-])ccc1NC(=O)CSc1n[nH]c(N)n1	0.0	12.9	8.7	1.8
NC(=O)C1(N2CCCCC2)CCN(C(=O)CSc2nc3ccccc3s2)CC1	-0.2	-14.4	13.4	0.3
CCCCCNC(=O)CC1Nc2c3ccccc3nc(=S)n2C1=O (configuration not stated)	-0.1	12.2	0.0	-0.3
CC(C)=CCN1CCC2(CCC(CNC(=O)c3ccoc3)O2)CC1 (configuration not stated)	0.1	12.5	7.1	1.0
Brc1ccc(CSc2cccc3cccnc23)cc1	-1.1	-0.6	1.7	0.1
COc1ccc(CCn2c(=S)[nH]c3ccc(I)cc3c2=O)cc1OC	0.0	-8.6	11.9	-0.1
Cc1oc2c(c1C(=O)NCC1CCCO1)C(=O)c1ccccc1C2=O (configuration not stated)	0.0	11.4	77.3*	-1.6
C[C@H]1NC(=O)[C@@H]2C[C@H](NCc3ccc(C(C)(C)C)cc3)CN2C1=O	0.2	12.0	-0.3	-0.9
COCCCN1C(=O)c2[nH]nc(-c3ccccc3O)c2C1c1ccccc1F (configuration not stated)	-0.1	-1.1	9.7	0.0
CCOC(=O)c1cc(-c2ccccc2)sc1NC(=O)COc1ccc(OC)cc1	0.1	2.9	-0.6	-0.9
CCOc1ccc2c(c1)N(C(=O)C(F)(F)F)C(C)(C)C(=S)C2=C1SC(C(=O)OC)=C(C(=O)OC)S1	0.2	15.3	1.9	0.2
COc1ccc(C)cc1NC(=O)c1ccc(-n2cnnn2)cc1	-0.1	2.9	-3.7	2.1
COc1ccc(-c2nc(N3CCCC3)nc3nn4c(C)cc(C)nc4c23)cc1	0.1	9.2	5.5	-1.8
Cc1occc1C(=O)N/N=C/c1ccc[nH]1	0.0	4.4	-53.2	-7.6

Following part:
SMILES	FBW7 activator	MITF primary	TEAD-YAP block	GPR151 ag
COC(=O)C1=CN(Cc2ccccc2OC)C=C(C(=O)OC)C1c1ccc([N+](=O)[O-])cc1	-0.3	17.3	-10.4	0.3
N#Cc1nc(/C=C/c2ccccc2)oc1NCc1ccco1	1.3	23.7	-115.9	-0.2
Cc1ccc(S(=O)(=O)Nc2ccc3c(ncn3C)c2[N+](=O)[O-])cc1	-0.1	0.1	-2.2	0.2
CCN(CC)c1nc(Nc2ccccc2)nc(OC(C(F)(F)F)C(F)(F)F)n1	0.0	1.0	-2.3	-0.9
Cc1cccn2c(=O)c3cc(C(=O)NCCc4ccccc4)n(C)c3nc12	0.2	15.7	6.7	0.5
C=C(C)c1cccc(C(C)(C)NC(=O)Nc2ccc(I)cc2)c1	0.1	9.6	6.7	0.6
COc1ccccc1-c1noc(-c2ccccc2)n1	-0.2	-15.3	-67.5	-4.4
COc1ccc(CNC(C)(C)C)cc1Br	0.1	10.7	-1.8	-0.6
CCOc1c(Cl)cc(C(=O)NC(C)(C)C)cc1Cl	0.1	-5.4	4.8	1.5
CC1(C)CC(=O)C2=C(C1)Nc1ccc3ccccc3c1C2c1ccc(F)c(Br)c1 (configuration not stated)	0.0	-9.4	8.8	-0.3

Quoted at random: 2 records from the list.
SMILES	FBW7 activator	MITF primary	TEAD-YAP block	GPR151 ag
Cc1ccc(S(=O)(=O)Nc2ccc3c(ncn3C)c2[N+](=O)[O-])cc1	-0.1	0.1	-2.2	0.2
COc1ccccc1-c1noc(-c2ccccc2)n1	-0.2	-15.3	-67.5	-4.4
